NPR1 activator: GC-A (human) enzyme activation; HEK293 GC-A cells, cGMP TR-FRET, EC30 ANP; 0% at EC30 ANP, 100% saturating ANP; activation, % at 10 µM; 370,000 compounds, 0.14% hits; in the data active = activation above about 40%
hgDAF-12 ag: agonists of H. glycines DAF-12 nuclear receptor; HEK293 GAL4-hgDAF12 UAS-luciferase reporter, agonist luminescence; normalized to butyrate control; activation, % at 6.8 µM; 370,000 compounds, 1.8% hits; AID 687014;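 active = activation above a cutoff set at the mean of all screened compounds plus 3 SD, cut at about 10% in these data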;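 also: 0% = DMSO wells and 100% = sodium butyrate wells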
ADAM10 inh: inhibitors of human ADAM10 | recombinant ADAM10, EDANS/DABCYL FRET peptide cleavage, 3 h | inhibition, % at 7 µM | 370,000 compounds, 0.62% hits | AID 720582;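 active = inhibition above a per-campaign cutoff equal to the mean of compounds falling between control-based bounds plus 3 SD, cut at about 20% in these data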;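 also: 0% = DMSO wells while the 100% control is not disclosed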
Target sequence (O14672 214-748 limits assumed): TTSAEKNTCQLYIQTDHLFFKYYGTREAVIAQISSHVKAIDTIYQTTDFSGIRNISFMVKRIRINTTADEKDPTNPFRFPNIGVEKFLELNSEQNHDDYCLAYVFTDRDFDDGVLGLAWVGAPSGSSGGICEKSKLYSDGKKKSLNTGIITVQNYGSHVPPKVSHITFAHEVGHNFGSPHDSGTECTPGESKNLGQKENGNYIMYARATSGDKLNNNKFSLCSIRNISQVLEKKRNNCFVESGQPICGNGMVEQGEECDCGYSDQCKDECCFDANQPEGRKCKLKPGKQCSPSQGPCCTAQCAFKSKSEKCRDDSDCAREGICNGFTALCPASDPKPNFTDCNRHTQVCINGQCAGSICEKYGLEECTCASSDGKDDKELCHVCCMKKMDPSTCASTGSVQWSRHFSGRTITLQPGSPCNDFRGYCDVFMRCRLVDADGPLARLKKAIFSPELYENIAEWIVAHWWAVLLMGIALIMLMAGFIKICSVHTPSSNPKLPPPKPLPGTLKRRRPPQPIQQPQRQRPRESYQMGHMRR
ssDAF12 agonist: S. stercoralis DAF-12 activation, primary screen | HEK293 ssDAF-12/GRIP1 lit1-tk-luc reporter, luminescence; % of 3 µM dafachronic acid response | 370,000 compounds, 1% hits | activation, % at 6.8 µM | AID 652126;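 active = activation above the mean over all tested compounds plus 3 SD, cut at about 0.9% in these data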;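 also: 0% = DMSO-only wells and 100% = 3 µM delta7-dafachronic acid wells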
GAA850 FXN act: increases GAA850 frataxin promoter reporter activity. HEK293 lucGAA850 FXN promoter luciferase reporter, 24 h; percent of 10 µM SAHA response. activation, % at 6 µM. 360,000 compounds, 0.56% hits. AID 540364;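 active = activation above the average of all compounds screened plus 3 SD, cutoff fixed separately per campaign, cut at about 7.5% in these data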;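 also: 0% = DMSO wells and 100% = 10 µM SAHA wells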
hcDAF-12 act: activates DAF-12 receptor from parasite H. contortus; HEK293 hcDAF-12 lit1-tk-luc reporter, luminescence; 0% DMSO, 100% Δ7-dafachronic acid; AID 652067; activation, % at 6.8 µM; 370,000 compounds, 1.4% hits;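 active = activation above the mean of all tested compounds plus 3 SD, cut at about 5.5% in these data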;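 also: 100% = response to 3 µM Δ7-dafachronic acid high control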
DAX1 inh-1: inhibits human nuclear receptor DAX1; AID 504766; inhibition, % at 6.75 µM; P51843; 340,000 compounds, 0.99% hits; HEK293 Gal4-DAX1 luciferase reporter, luminescence;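 active = inhibition above the mean over all tested compounds plus 3 SD, cut at about 4.2% in these data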;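 also: 0% = DAX1-transfected cells with DMSO and 100% = empty-vector control cells with DMSO; inhibition shows as a rise in luminescence from relieved DAX1 repression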
SMARCA2 act: activators of SMARCA2 function; MG213 cells, MMTV-luciferase reporter, dexamethasone, overnight; activation, % at 9.1 µM; 370,000 compounds, 1% hits; AID 652017; in the data active = activation above about 7.8%;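 also: 0% = vehicle wells and 100% = reference activator wells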
NPR2 activator: GC-B (human) receptor activation; P20594; HEK293-GC-B cells, CNP EC30, cGMP TR-FRET; 0% at EC30 CNP, 100% saturating CNP; activation, % at 10 µM; 370,000 compounds, 0.11% hits;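 active = activation at 10 µM reaching about 35% in either raw or pattern-adjusted values, limit read from the data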
DAX1 inh-2: DAX1 (NR0B1) inhibition, primary screen; HEK293T StAR-luciferase reporter, SF-1/DAX-1 repression relief; inhibition, % at 6.8 µM; AID 652010; 370,000 compounds, 1.1% hits;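 active = inhibition above the mean over all tested compounds plus 3 SD, cut at about 3.6% in these data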;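 also: 0% = DAX-1 cells with DMSO and 100% = cells lacking DAX-1 with DMSO; higher inhibition means more luminescence from relief of DAX-1 repression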
HGIII-sPLA2 inh: Blocks human group III sPLA2 activity; 370,000 compounds, 0.56% hits; AID 743126; Q9NZ20; QFRET BODIPY PC-A2 liposome hydrolysis, fluorescence; inhibition, % at 12.2 µM;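 active = inhibition above mean plus 3 SD of compounds lying within the high and low control bounds, cut at about 19% in these data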;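 also: 0% = median of test compound wells and 100% = no enzyme DMSO wells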
Target sequence (Q9NZ20 whole entry, looked up): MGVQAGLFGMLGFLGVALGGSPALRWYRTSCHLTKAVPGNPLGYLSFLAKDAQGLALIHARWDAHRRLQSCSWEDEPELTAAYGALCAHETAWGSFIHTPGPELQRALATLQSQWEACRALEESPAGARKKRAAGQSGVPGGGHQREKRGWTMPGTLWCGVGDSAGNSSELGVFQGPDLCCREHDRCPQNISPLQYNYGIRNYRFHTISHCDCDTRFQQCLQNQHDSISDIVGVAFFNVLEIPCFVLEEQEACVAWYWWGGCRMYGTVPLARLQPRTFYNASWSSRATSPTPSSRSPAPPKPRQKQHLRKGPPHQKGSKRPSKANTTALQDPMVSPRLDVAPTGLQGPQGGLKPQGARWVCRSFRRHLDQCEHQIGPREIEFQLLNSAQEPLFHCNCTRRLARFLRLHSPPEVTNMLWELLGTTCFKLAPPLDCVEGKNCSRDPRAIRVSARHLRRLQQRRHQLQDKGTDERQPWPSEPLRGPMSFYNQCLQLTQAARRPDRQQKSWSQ
Numbers without * were called inactive; . = no result given.

SMILES	NPR1 activator	hgDAF-12 ag	ADAM10 inh	ssDAF12 agonist	GAA850 FXN act	hcDAF-12 act	DAX1 inh-1	SMARCA2 act	NPR2 activator	DAX1 inh-2	HGIII-sPLA2 inh
Cc1onc(-c2ccccc2)c1C(=O)Nc1nnc(CC(C)(C)C)s1	0	-1.0	-14	-0.7	-0.4	1.0	-0.6	-3	-1	-0.1	0
CCOC(=O)N1CCN(C(=S)NC(=O)c2c(-c3c(Cl)cccc3Cl)noc2C)CC1	3	0.4	5	-1.3	1.7	0.9	-1.4	0	-1	-0.5	13
CN(C)C1=NCCN1CCCCc1ccccc1	0	1.7	2	-0.9	-1.1	1.7	-0.5	0	1	0.3	3
Cc1ccc(OCC(=O)N(c2ccccn2)C2CCCCC2)c(C)c1	-8	-1.2	-5	-1.5	3.1	0.7	-0.7	0	-13	-0.9	6
CCOc1ccc(Nc2nc(Cc3nnc(SCC(=O)NC4CCCCC4)n3C)cs2)cc1	-2	0.7	-1	-1.0	0.6	-2.1	-0.4	0	-1	0.0	-4
CC(=O)Nc1ccc(SCC(=O)Nc2cc(C)on2)cc1	-2	0.1	-4	-0.9	1.7	3.4	1.0	-3	-8	-1.1	-2
COC(=O)c1c([N+](=O)[O-])c(OC)c(OC)c(OC)c1[N+](=O)[O-]	-2	-2.6	9	-1.3	0.9	0.0	-0.6	-2	0	0.9	-1
COc1ccc(CNC(=S)Nc2ccccc2)cc1	3	2.2	3	-0.6	2.9	-1.6	0.3	4	-2	-0.6	10
CCCN(C(=O)COC(=O)c1nc2nc(C)cc(C)n2n1)C1CCS(=O)(=O)C1 (centres undefined)	1	-2.3	1	-0.8	0.1	-0.3	0.3	-2	-6	1.3	2
Cn1cnnc1-c1cccc(NC(=O)c2cc(F)c(F)cc2Cl)c1	2	1.9	5	-1.0	0.4	0.9	1.0	-4	-3	1.7	-2
CNc1nc2[nH]c(=O)c3c(c2s1)OC(N)=C(C#N)C3c1ccccc1 (centres undefined)	-2	-2.4	-23	-0.5	1.4	-1.3	-1.5	0	-5	-0.5	9
O=C1CN(S(=O)(=O)c2cccc(Cl)c2Cl)c2ccccc2N1	1	-1.4	-3	-0.9	0.9	1.4	-1.1	4	1	-0.1	-1
CCOc1ccc(CNC(=O)C2CCN(C(=O)N3CC(C)Oc4ccccc43)CC2)cc1 (centres undefined)	-1	-4.5	-3	-1.2	-2.8	-1.7	-0.7	-1	2	-0.8	5
COCCn1c(=O)[nH]c2cc(C(=O)NCCN3CCN(c4ccccc4)CC3)ccc2c1=O	0	-1.1	-17	-1.0	1.5	0.2	-0.4	-1	4	-1.2	1
Cc1cccc(COC[C@H](Cc2ccccc2)N2CCN(C(=O)c3ccc(C(F)(F)F)cc3)CCC2=O)c1	2	0.0	18	-1.2	.	0.8	.	-2	3	-1.5	-15
CCOC(=O)Cn1nc(C)cc1NC(=O)c1cccnc1	-1	-0.2	-1	-0.7	2.3	-1.1	-1.1	-3	6	-0.2	4
Cc1ccc(S(=O)(=O)N(C)CC(=O)N2CCN(C(=O)c3ccco3)CC2)cc1	-1	-1.8	-4	-1.4	0.4	-1.2	0.0	-2	6	0.0	0
CC(C)NC(=O)c1cc(-c2ccco2)nn1-c1ccc(Cl)cc1	-9	-2.5	-1	-1.1	-1.2	-0.3	0.3	-3	3	-0.3	-2
Cc1nc(SCc2nc3ccccc3[nH]2)c2oc3cc([N+](=O)[O-])ccc3c2n1	26	2.6	-29	-0.6	-0.2	2.9	1.0	1	29	0.2	8
CC1CCCC(C)N1C(=O)CSc1nnnn1C1CCCC1 (centres undefined)	1	3.9	-2	-0.8	2.8	2.1	0.8	1	1	0.2	-3

Arranged by molecular weight (ascending): some entries from above.
SMILES	NPR1 activator	hgDAF-12 ag	ADAM10 inh	ssDAF12 agonist	GAA850 FXN act	hcDAF-12 act	DAX1 inh-1	SMARCA2 act	NPR2 activator	DAX1 inh-2	HGIII-sPLA2 inh
CN(C)C1=NCCN1CCCCc1ccccc1	0	1.7	2	-0.9	-1.1	1.7	-0.5	0	1	0.3	3
CCOC(=O)Cn1nc(C)cc1NC(=O)c1cccnc1	-1	-0.2	-1	-0.7	2.3	-1.1	-1.1	-3	6	-0.2	4
CC(=O)Nc1ccc(SCC(=O)Nc2cc(C)on2)cc1	-2	0.1	-4	-0.9	1.7	3.4	1.0	-3	-8	-1.1	-2
CC1CCCC(C)N1C(=O)CSc1nnnn1C1CCCC1 (centres undefined)	1	3.9	-2	-0.8	2.8	2.1	0.8	1	1	0.2	-3
CNc1nc2[nH]c(=O)c3c(c2s1)OC(N)=C(C#N)C3c1ccccc1 (centres undefined)	-2	-2.4	-23	-0.5	1.4	-1.3	-1.5	0	-5	-0.5	9
Cc1onc(-c2ccccc2)c1C(=O)Nc1nnc(CC(C)(C)C)s1	0	-1.0	-14	-0.7	-0.4	1.0	-0.6	-3	-1	-0.1	0
CCCN(C(=O)COC(=O)c1nc2nc(C)cc(C)n2n1)C1CCS(=O)(=O)C1 (centres undefined)	1	-2.3	1	-0.8	0.1	-0.3	0.3	-2	-6	1.3	2
CCOc1ccc(CNC(=O)C2CCN(C(=O)N3CC(C)Oc4ccccc43)CC2)cc1 (centres undefined)	-1	-4.5	-3	-1.2	-2.8	-1.7	-0.7	-1	2	-0.8	5
Cc1cccc(COC[C@H](Cc2ccccc2)N2CCN(C(=O)c3ccc(C(F)(F)F)cc3)CCC2=O)c1	2	0.0	18	-1.2	.	0.8	.	-2	3	-1.5	-15

The results go on.
SMILES	NPR1 activator	hgDAF-12 ag	ADAM10 inh	ssDAF12 agonist	GAA850 FXN act	hcDAF-12 act	DAX1 inh-1	SMARCA2 act	NPR2 activator	DAX1 inh-2	HGIII-sPLA2 inh
O=S(=O)(c1ccc(F)cc1)c1nc(-c2ccc(F)cc2)oc1NCCN1CCOCC1	-2	-2.5	2	-1.0	0.3	0.1	-0.3	0	-4	-0.2	-9
CCOC(=O)C1(C)C(C(=O)OC)=C(c2ccc(OC)cc2)c2ccccc2N1C(=O)OC (centres undefined)	-3	3.5	-4	-1.7	-1.0	-2.1	-1.4	-1	-4	-2.1	7
O=C(c1ccc(=O)oc1)N1CCN(c2ccc(F)cc2)CC1	1	1.6	-95	-0.2	-2.0	0.5	2.0	2	3	0.4	0
Cc1ccc(NC(=O)CSc2nc3ccccc3c3nc(CCn4cncc4C)nn23)c(C)c1	-2	0.4	5	-1.7	-3.7	0.1	-0.6	0	2	-0.2	-10
O=C(COC(=O)Cc1ccccc1F)Nc1ccc(F)cc1F	1	0.7	-3	-1.5	-0.2	0.1	-1.0	-2	0	-0.2	1
CCN(CC)c1ccc(-c2nc3cnccc3n2C)cc1	-2	8.7	-73	-1.2	1.8	0.1	0.3	5	-7	2.4	2
C=CCN(c1ccccc1OC)S(=O)(=O)c1cccc(C(=O)Nc2nnc(C3CC3)s2)c1	-3	-2.7	-5	-0.8	0.1	-1.6	0.1	0	0	0.6	-6
COc1ccc(-c2csc(NC(=O)C3CCCCN3S(=O)(=O)c3ccccc3)n2)cc1 (centres undefined)	2	-2.5	15	-1.7	-4.0	-4.2	-2.2	-2	-2	-1.7	-14
COCCCN1C(=O)N(c2ccc(F)cc2)C(=O)C1CC(=O)Nc1ccccc1 (centres undefined)	0	0.6	2	-0.2	-2.2	0.4	3.2	2	0	-0.5	7
Cc1cnc(NC(=O)CSc2nnc3ncccn23)s1	-5	-1.1	-3	-1.1	0.1	-2.6	-0.6	-2	-2	-0.3	4
O=C(c1ccc(Cl)c([N+](=O)[O-])c1)N(c1ccccn1)c1ccccn1	0	-1.4	-6	-1.7	-2.2	-1.5	1.8	-1	-2	-0.5	1
COc1ccc(OC)c(/C=N/n2c(C)nc3ccccc3c2=O)c1	-1	0.3	-6	-0.3	0.1	0.5	.	1	-1	1.1	4
O=C(NCc1ccccc1)NC1CCS(=O)(=O)C1 (centres undefined)	2	-1.0	2	-1.7	0.4	0.2	0.6	0	-3	-0.2	4
C=CCSc1nnc2n(-c3ccccc3OC)c(=O)c3c4c(sc3n12)CCC4	7	-2.2	-10	-1.8	.	-1.4	.	-1	11	-0.6	-2
O=C(N/N=C/c1coc2ccccc2c1=O)c1ccccc1Br	2	0.3	9	-1.1	0.1	-3.2	-0.9	4	3	0.8	0
Cc1nn(C)c(C(=O)N/N=C/c2cccnc2)c1Br	6	2.2	4	-1.0	-2.0	-0.6	0.9	-2	-2	1.8	5
CC(C)c1ccc(/C=C2\NC(=O)NC2=O)cc1	-6	1.1	5	-0.3	1.1	-2.3	0.7	-1	3	0.1	-14
COc1cc(C(=O)NCCNc2nc3cc(C)ccc3cc2C#N)cc(OC)c1OC	-3	3.1	-196	-1.3	2.4	0.3	1.4	-3	-2	-0.6	4
Cc1nc(N2CCOCC2)c2cc(-c3ccccc3)sc2n1	-1	0.6	-116	-1.4	3.3	-2.1	-1.7	1	-6	-0.9	0
O=C(NC(=S)Nc1ccc(N2CCCCC2)c(Cl)c1)c1cccs1	1	-3.3	2	-1.9	-1.9	-3.4	-1.6	0	-4	-1.5	1
Cc1c(C(=O)N2CCN(C(=O)c3ccco3)CC2)oc2c(Cl)cccc12	-2	-2.2	1	-1.3	1.9	-2.5	-0.6	-2	5	-0.1	-3
Cc1ccc(Cn2c(=O)sc3ccccc3c2=O)cc1	-26	1.7	-1	-1.0	-1.5	-0.9	0.6	-2	1	-0.6	-5
COC(=O)c1ccc(S(=O)(=O)N2CCC(C(N)=O)CC2)n1C	4	-2.0	-7	-1.2	2.0	1.8	-0.4	-4	3	-0.5	5
CS(=O)(=O)c1nc(S(=O)(=O)c2ccc(Cl)cc2)c(NCc2ccccn2)s1	5	-2.3	-4	-1.8	1.1	-0.1	-0.2	-2	5	0.0	-4
O=C(O)/C=C\C(=O)Nc1ccc(N2CCN(c3cccc(Cl)c3)CC2)cc1	0	4.0	5	-1.3	0.1	-1.4	0.0	0	-4	-0.9	10
COc1cc(NC(=O)Cn2cnc3ccccc3c2=O)c(OC)cc1Cl	-1	-0.8	2	-0.3	-1.0	-0.3	0.6	-1	-7	0.1	5
Cc1nn(C)c(C)c1NC(=O)C12CC3CC(CC(C3)C1)C2	-2	-3.6	1	-1.4	1.4	-0.1	2.6	-5	1	-0.3	13
COc1ccc(-c2cc(C3CC3)nc3sc(C#N)c(N)c23)cc1	8	2.5	-266	-1.7	-0.9	-1.5	-0.4	0	-3	-1.0	15

Screening results (PubChem BioAssay)
